# Source: PubChem BioAssay
# PriA SSB inh: inhibitors of Klebsiella pneumoniae PriA binding to SSB C-terminal tail, primary screen, biochemical, AlphaScreen | PriA–SSB C-terminal tail interaction (Klebsiella pneumoniae) | AlphaScreen SSBct-PriA binding, biotinylated peptide | inhibition, % at 33 µM | 0.6% of 430,000 active | AID 1272365, 2023; in the data active means inhibition mostly above about 37%, no sharp cut-off; inactive means mostly below about 20%;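 further: plate controls were negative control peptide for no effect and reference peptide for full effect; strong numbers were not always called active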
# 3CLpro inhibitor: SARS-CoV 3CLpro protease inhibitors, primary screen, biochemical, quenched FRET. Replicase polyprotein 1ab (Severe acute respiratory syndrome coronavirus), P0C6X7. recombinant SARS-CoV 3CLpro, quenched FRET peptide cleavage. inhibition, % at 6 µM. 0.14% of 290,000 active; in the data active means inhibition above about 12%
# Yp Topo-I inh: Yersinia pestis topoisomerase I inhibitors, primary screen, biochemical, cleavage product accumulation, plate reader, single point | DNA topoisomerase I (Yersinia pestis CO92) | Y. pestis Topo-I cleavage product accumulation | activity, % at 10 µM | 0.064% of 360,000 active | AID 504884, 2011; in the data active means activity above about 50%, passing the limit was not always enough; further: inactives centre near 2
# TcdB inh: TcdB glycohydrolase inhibitors, primary screen, biochemical, single point, plate reader; TcdB glycohydrolase enzymatic assay; inhibition, % at 9.99 µM; 0.24% of 350,000 active; AID 652162, 2013; in the data active means inhibition above about 10%
# MazF activator: activators of E. coli MazEF toxin-antitoxin RNase, primary screen, biochemical, fluorescence, uHTS. FAM/BHQ RNA-DNA oligo cleavage fluorescence, 5 h. activation, % at 20 µM. 0.32% of 350,000 active. AID 504720, 2011; in the data active means activation above about 50%
# Target sequence (P0AE70 whole entry, looked up): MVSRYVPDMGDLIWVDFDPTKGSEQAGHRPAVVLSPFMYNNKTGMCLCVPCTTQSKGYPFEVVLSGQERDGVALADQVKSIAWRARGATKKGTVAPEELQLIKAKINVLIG
# Anthrax LF inh2: Bacillus anthracis LF protease inhibitors, primary screen, biochemical, multiplex microsphere, MLPCN library. Lethal factor (Bacillus anthracis), P15917. AID 588501, 2011. inhibition, % at 10 µM. multiplex microsphere protease cleavage assay. 0.12% of 360,000 active; in the data active means inhibition above about 30%; further: plate controls were buffer without enzyme for full effect and enzyme alone for no effect
# DUSP3 inh: VHR1 phosphatase inhibitors, primary screen, biochemical, absorbance, uHTS; inhibition, % at 13.3 µM; Dual specificity protein phosphatase 3 (Homo sapiens), P51452; AID 1654, 2009; recombinant VHR phosphatase, pNPP absorbance; 0.52% of 290,000 active; in the data active means inhibition above about 50%; further: some compounds called inactive have numbers as strong as hits
# Target sequence (P51452 whole entry, looked up): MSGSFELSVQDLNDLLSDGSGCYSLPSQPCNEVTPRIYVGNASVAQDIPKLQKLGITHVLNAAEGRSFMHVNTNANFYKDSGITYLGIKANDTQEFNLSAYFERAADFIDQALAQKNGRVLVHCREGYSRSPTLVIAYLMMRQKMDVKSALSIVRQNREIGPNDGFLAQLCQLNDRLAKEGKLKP
# BH1578 lux ind: inducers of Vibrio cholerae quorum light production without autoinducers, primary screen, BH1578 luxS cqsA deficient, single point; V. cholerae BH1578 lux reporter, luminescence, 6 h; activation, % at 18.7 µM; 0.16% of 350,000 active; in the data active means activation mostly above about 9.7%, no sharp cut-off; further: not every result past the cut was called active; inactives centre near 0; reference of the scale not given here
# PfHsp40 yeast: rescue of yeast from PfHsp40 toxicity, primary screen, S. cerevisiae, ATP luminescence. growth rescue, % at 12.5 µM. S. cerevisiae expressing PfHsp40, growth rescue. AID 504582, 2011. 0.68% of 340,000 active; in the data active means growth rescue above about 28%, passing the limit was not always enough;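 further: yeast W303a lacking pdr1 and pdr3 grown in galactose medium; growth measured after three days at 30 °C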
# Rv3671c protease: Rv3671c serine protease inhibitors, primary screen, biochemical, fluorescence polarization, M. tuberculosis H37Rv | 0.048% of 320,000 active | inhibition, % at 5.96 µM | P9WHR9; in the data active means inhibition above about 38%;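 further: extracellular domain of Rv3671c used as enzyme; 0% = enzyme with DMSO and 100% = no enzyme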
# Target sequence (P9WHR9 whole entry, looked up, the tested form may be a part): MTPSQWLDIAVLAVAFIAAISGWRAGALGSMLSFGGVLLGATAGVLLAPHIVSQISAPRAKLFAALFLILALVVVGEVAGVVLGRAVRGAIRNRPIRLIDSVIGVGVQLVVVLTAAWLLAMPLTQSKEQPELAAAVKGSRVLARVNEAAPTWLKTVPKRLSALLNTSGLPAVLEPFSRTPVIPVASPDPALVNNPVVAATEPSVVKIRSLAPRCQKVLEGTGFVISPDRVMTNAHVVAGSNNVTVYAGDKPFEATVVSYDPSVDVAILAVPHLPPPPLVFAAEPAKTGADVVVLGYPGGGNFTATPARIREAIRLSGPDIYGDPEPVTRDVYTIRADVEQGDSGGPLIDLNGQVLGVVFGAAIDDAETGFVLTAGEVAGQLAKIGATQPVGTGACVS
# Active calls of the source: *; i = inactive; x = not tested or not shown; & = joins results of further samples.
SMILES,PriA SSB inh,3CLpro inhibitor,Yp Topo-I inh,TcdB inh,MazF activator,Anthrax LF inh2,DUSP3 inh,BH1578 lux ind,PfHsp40 yeast,Rv3671c protease
CC(C)(C)NC(=O)Nc1ccc(Br)cc1,-12,2,1,1.0,-3,-1,7,i,-0.2,-3
CCOC(=O)C(=O)c1c(-c2ccc(C)cc2)nc2ccccn12,-3,0,0,1.3,3,-9,22,-0.1,-0.6,2
CCSc1ccc2cc(OC)ccc2[n+]1CC,-17,4,2,0.9,-10,1,6,-0.4,-0.1,2
COc1ccc(/C=C/c2nc3ccccc3c(=O)o2)cc1,-5,-3,1,5.1,-1,0,23,0.2,-1.7,-10
CCOC(=O)N1CCN(C(=O)CCC2CCCC2)CC1,-3,6,-1,0.6,4,1,5,0.2,-0.5,5
O=C(COC(=O)c1cnccn1)c1ccc(Cl)c([N+](=O)[O-])c1,-2,0,-3,-0.1,10,5,9,-0.5,0.4,-1
C=CCn1cc(C(=O)NCCN(CC)CC)c(=O)c2cc(S(=O)(=O)N3CCCCCC3)ccc21,-1,1,-1,0.8,7,2,15,-0.1,-0.8,-2
Oc1ccc(NCc2ccccc2OCc2ccccc2)cc1,-8,-6,-9,3.3,-1,-2,-6,-0.4,2.2,5
CC(C)n1nc(C(=O)Nc2nnc(SCc3c(Cl)cccc3Cl)s2)c2ccccc2c1=O,-30,0,3,x,-12,0,19,-2.7,-0.2,-8
COc1cc(C(=O)N2CC(C)OC(C)C2)c([N+](=O)[O-])cc1OC (stereo not given),-6,-5,8,0.5,-7,4,-4,-2.4,0.0,-2
COc1ccc2cc(C3(C)NC(=O)N(CC(=O)N4CCCCC4)C3=O)ccc2c1 (stereo not given),-10,x,16,1.3,7,-3,x,3.3,0.1,5
CCC(=O)N1C(C(=O)O)CSC1c1ccc(OC)cc1 (stereo not given),0,-1,-8,0.7,14,-6,21,-0.2,0.8,4
NC(=O)C1CCCNC1 (stereo not given),-21,x,0,0.6,-2,-8,10,-0.8,-2.0&-0.3,-7
CCN(c1ccccc1)S(=O)(=O)c1ccc(OC)c(NC(=O)CNCCc2ccccc2)c1,-18,7,20,0.4,3,-6,35,-2.8,-1.6,-6
Cc1ccc(NC(=O)CC(C)S(=O)(=O)c2ccc3c(c2)NC(=O)CO3)c(Cl)c1 (stereo not given),-3,2,4,-0.6,8,2,-2,-0.3,-0.3,-3
CCOC(=O)COc1cc(N)c(Cl)cc1Cl,-9,9,-1,1.0,2,-2,23,-0.3,-0.9,-2
CCOC(=O)C1CCCN(C(=O)C(CCSC)NC(=O)COc2ccccc2)C1 (stereo not given),-6,x,6,-2.5,6,0,x,0.9,0.1,x
COC(=O)C1=C(c2ccc(S(C)(=O)=O)cc2)C[C@@H]2CC[C@H]1N2C(=O)N1CCCC1,-19,x,1,0.5,4,9,x,i,0.9,5
CCCn1nc2cc(C(=O)NCC34CC5CC(CC(C5)C3)C4)ccc2c1OCC,-26,7,21,0.3,1,-6,9,i,1.6,6
Cc1ccc(N2C(=O)CSCC2=O)cc1,-11,1,1,x,3,-2,12,x,-2.2,4
CCC(=O)Nc1ccc(S(=O)(=O)NC[C@H]2O[C@@H](n3cc(C)c(=O)[nH]c3=O)C[C@@H]2O)cc1,x,x,9,-0.2,11,0,x,-0.2,x,x
Cc1ccc(S(=O)(=O)C2(C(=O)N3CCN(C4CCCCC4)CC3)CC2)cc1,-18,1,15,x,-1,-2,12,i,-0.1,-8
C[C@H](CO)N1C[C@H](C)[C@@H](CN(C)C(=O)Nc2ccccc2)Oc2ccc(NC(=O)Cc3ccccc3)cc2C1=O,-12,x,8,-1.3&-0.1,4,-2,x,i,-1.1,2
CCOC(=O)c1ccccc1NC(=O)CSc1nnnn1C1CCCCC1,-18,1,1,x,-9,-3,12,-1.6,2.2,12
O=C(Nc1ccccc1)N(Cc1ccccc1)C1=NCCS1,-7,0,5,x,5,-2,21,i,-0.1,4
O=[N+]([O-])c1ccc(/C=N/NC2=NS(=O)(=O)c3ccccc32)cc1,x,1,0,-0.4,0,0,-7,-4.6,-0.4,8
COc1ccc(C2SCCN2S(=O)(=O)c2ccccc2)cc1OC (stereo not given),-23,7,7,x,-2,-2,3,-0.5,-0.4,-3
O=C(CSc1nnc(-c2ccccc2)n1C1CCCCC1)Nc1ccc(S(=O)(=O)Nc2ccccn2)cc1,-19,2,18,x,4,3,33,i,2.1,2
CCn1c(C)c(C(C)=O)c(N2CCN(C(=O)c3ccco3)CC2)nc1=S,15,1,0,0.6,8,4,-15,i,-1.3,-13
Cc1ccc([N+](=O)[O-])cc1S(=O)(=O)Nc1ccccn1,3,-3,4,x,-6,-4,7,-0.5,-0.2,8
COc1ccccc1NC(=O)c1cc([N+](=O)[O-])ccc1N1CCOCC1,-10,-1,3,1.2,6,3,24,i,0.0,-40
COc1ccc(/C=N/NC(=O)c2ccncc2)cc1CN1CCN(c2ccc(F)cc2)CC1,x,-5,14,1.2,0,-4,7,-0.3,1.3,13
COc1ccccc1NC(=O)N(CCN1CCCC1)Cc1cc2cc(C)ccc2[nH]c1=O,-7,-2,15,x,1,0,x,1.0,1.2,-7
Nc1c(C(=O)OCC2CCCO2)c2nc3ccccc3nc2n1C1CCCC1 (stereo not given),-24,-3,30,x,7,0,4,-2.7,0.0,-6
Cc1cc2c(nn1)CCc1nonc1-2,1,-3,0,0.3,3,2,10,1.3,-0.8,-6
Cc1ccc(C)c(NC(=O)C(C)N2C(=O)c3ccccc3C2=O)c1 (stereo not given),-11,-1,2,0.4,9,-4,6,-0.7,0.5,6
O=C(CSc1nnc(-c2ccco2)o1)NC(=O)C1COc2ccccc2O1 (stereo not given),2,-3,3,x,5,-2,-4,i,0.5,-5
CCCn1c(SCC(=O)c2[nH]c(C)c(C(C)=O)c2C)n[nH]c1=O,2,1,-4,1.1,4,-8,23,-0.3,-0.3,1
O=S(=O)(c1ccccc1)c1ccc(C(F)(F)F)cn1,-22,-4,9,1.0,4,-1,10,0.3,-1.4,-1
Cc1cc([N+](=O)[O-])ccc1Nc1nc2ccccc2n2cnnc12,5,0,1,0.8,-13,2,x,-1.2,0.9,-3
COc1ccccc1NC(=O)C(Sc1ccccc1)c1ccccc1 (stereo not given),-48,3,-2,x,-8,-2,3,-2.6,0.8,-9
CC1CCN(C(=O)c2[nH]cnc2C(=O)N[C@@H](C)C(=O)OC(C)(C)C)CC1,3,x,-3,0.4,11,-7,0,-0.5,-1.1,0
CC/C(=N\NC(=S)NC(C)C)c1ccc(OC(F)F)cc1,x,4,5,1.4,6,-6,33,-0.3,4.7,-2
CCC(Sc1nc2ccccc2c(=O)n1CCN1CCOCC1)C(=O)NCc1cccnc1 (stereo not given),0,2,-4,x,4,-11,-2,-0.5,-0.1,0
CN1C(=S)N(c2cccnc2)C(=O)/C1=C\c1ccc(C(C)(C)C)cc1,-11,1,9,-0.2,-1,8,7,-1.6,-0.7,9
Cc1ccc(Nc2ccccc2)cc1,-12,-2,-10,x,-1,-4,9,0.6,-0.7,5
CCOC(=O)C1(CCCc2ccccc2)CCN(CC(O)CO)CC1 (stereo not given),-6,2,-4,1.1,1,5,25,-2.0,-1.4,-6
CCOC(=O)c1c(NC(=O)C(Sc2ccccc2)c2ccccc2)sc(C(=O)N(C)C)c1C (stereo not given),6,6,1,x,-14,0,4,i,-0.9,-21
CC(C)(C)NC(=O)CSc1nc(O)cc(=O)[nH]1,-18,10,4,x,0,0,-5,0.2,0.5,-5
COc1ccccc1CNC(=O)CSc1nc(C)cs1,-2,1,2,0.1,-3,2,10,i,-0.9,3
# Further records
SMILES,PriA SSB inh,3CLpro inhibitor,Yp Topo-I inh,TcdB inh,MazF activator,Anthrax LF inh2,DUSP3 inh,BH1578 lux ind,PfHsp40 yeast,Rv3671c protease
CSc1cc(N2CCOCC2)nc(-c2ccccc2Cl)n1,-14,0,-5,2.1,3,-8,0,1.6,1.3,7
COc1cccc(OCCSc2nc3ccccc3c(=O)[nH]2)c1,-5,-1,37,-0.6,14,-12,7,-0.6,-0.3,7
O=C(COC(=O)/C=C/c1ccccc1Cl)NC(=O)NC1CCCC1,-2,x,3,0.1,9,1,x,i,0.2,x
COc1ccc(OC)c(C(C)NC(=O)C(C)n2cc([N+](=O)[O-])cn2)c1 (stereo not given),-12,x,1,0.3,2,-1,x,i,-0.4,-4
COc1cccc(CN(C)CCCn2cnc3c(OC)ncnc32)c1,x,x,-8,0.7,5,-4,x,-0.4,x,x
COc1cccc(/C=N/NC(=O)CNC(=O)c2ccc(S(=O)(=O)N3CCOCC3)cc2)c1OC,x,-1,3,-0.1,0,1,6,-0.5,0.3,-7
O=C(CN1CCCCC1)Nc1ccccc1C(=O)NC1CC1,-11,x,0,1.5,-3,0,x,i,-0.1,x
CC(=O)c1cc2c(O)c(O)ccc2o1,0,5,-1,x,6,5,-6,-0.3,-0.7,6
C=CCn1c(SCc2nc3sc4c(c3c(=O)[nH]2)CCCC4)nc2ccccc2c1=O,-15,-1,30,x,-13,2,9,-0.1,-1.2,-3
O=C(NCCCl)Nc1ccccc1NS(=O)(=O)c1cccs1,-4,x,3,2.1,-5,-6,x,i,-0.1,1

# Quoted from the listing:
# COc1cccc(OCCSc2nc3ccccc3c(=O)[nH]2)c1 @ TcdB inh: -0.6
# COc1cccc(CN(C)CCCn2cnc3c(OC)ncnc32)c1 @ MazF activator: 5

# Only Anthrax LF inh2, for some of the entries so far:
compound | Anthrax LF inh2
CSc1cc(N2CCOCC2)nc(-c2ccccc2Cl)n1 | -8
O=C(COC(=O)/C=C/c1ccccc1Cl)NC(=O)NC1CCCC1 | 1
C=CCn1c(SCc2nc3sc4c(c3c(=O)[nH]2)CCCC4)nc2ccccc2c1=O | 2
O=C(CN1CCCCC1)Nc1ccccc1C(=O)NC1CC1 | 0
O=C(NCCCl)Nc1ccccc1NS(=O)(=O)c1cccs1 | -6
COc1cccc(CN(C)CCCn2cnc3c(OC)ncnc32)c1 | -4
CC(=O)c1cc2c(O)c(O)ccc2o1 | 5

# Continuation:
SMILES,PriA SSB inh,3CLpro inhibitor,Yp Topo-I inh,TcdB inh,MazF activator,Anthrax LF inh2,DUSP3 inh,BH1578 lux ind,PfHsp40 yeast,Rv3671c protease
CCCc1cc(=O)[nH]c(SCC(=O)N2CCc3ccccc32)n1,-5,x,9,-2.7,3,-2,x,0.6,-0.9,-18
Cc1cc(C)c(S(=O)(=O)Nc2ccc[nH]c2=O)c(C)c1,3,2,0,x,0,1,8,-0.5,2.3,10
COCCNC(=O)c1c[nH]c2ccc(S(=O)(=O)N(C)c3ccc(C)c(C)c3)cc2c1=O,-11,-9,-1,1.4,5,9,34,-0.9,-0.7,-35
Cc1cc(C)n(CCc2nc(-c3ccc(F)cc3)cs2)n1,-11,1,9,1.0,-6,1,14,-0.2,-0.8,4
O=C(C[n+]1ccc(/C=N/O)cc1)NCc1ccccc1,x,0,-1,-0.5,-7,-1,-3,-0.2,-1.0,-2
NS(=O)(=O)c1cccc(-n2cnnn2)c1,-3,3,1,1.3,-3,0,19,-0.7,-0.6,2
COc1ccc(N2CCN(CCCNC(=O)c3ccc(CS(=O)(=O)c4ccc(OC)cc4)o3)CC2)cc1,26,-2,14,0.7,6,-5,-9,i,-2.8,-3

# Not all compounds are listed; rates above refer to the full screens.
